Assay outcomes (PubChem BioAssay)
Furin inh – inhibitors of human furin; inhibition, % at 30 µM; AID 463115; purified furin, fluorogenic substrate cleavage; P09958; 0.061% of 220,000 active; in the data active means inhibition above about 25%; further: inactives centre near -15
Tb hexokinase – blocks Trypanosoma brucei hexokinase 1 activity; recombinant TbHK1, G6PDH-coupled NADH A340; inhibition, % at 10 µM; 0.11% of 220,000 active;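 active means inhibition of 50% or more in the single-dose primary screen; inactive means inhibition below 50%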
RBBP9 inhibitor – inhibitors of human serine hydrolase RBBP9; 0.2% of 220,000 active; inhibition, % at 7.94 µM; recombinant RBBP9, FP-Rh probe fluorescence polarization; O75884;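 active means inhibition above the campaign mean of all tested compounds plus 3 SD, cut at about 14% in these data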;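 further: plate controls were DMSO wells with RBBP9 for no effect and wells lacking RBBP9 protein for full effect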
Target sequence (O75884 whole entry, looked up): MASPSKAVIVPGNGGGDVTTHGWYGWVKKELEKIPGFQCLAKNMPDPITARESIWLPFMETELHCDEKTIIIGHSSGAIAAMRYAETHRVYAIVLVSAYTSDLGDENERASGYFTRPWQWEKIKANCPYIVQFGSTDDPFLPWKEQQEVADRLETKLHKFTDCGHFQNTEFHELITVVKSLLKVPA
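system = RBBP9 protein | input = RBBP9 at 2.5 µM in dispensed solution, before mixing | measured by = fluorescence polarization (mP), excitation 525 nm, emission 598 nm | incubation = enzyme-compound preincubation 30 min, then probe labeling 45 min, 25 °C | buffer or medium = Tris-NaCl-Pluronic buffer, pH 8.0 | compound = single dose 7.94 µM | also added = FP-Rh probe, 375 nM dispensing solution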
PGE2 EP2 inh – EP2 receptor (human) inhibition; C6 glioma cells expressing human EP2, cAMP TR-FRET; cells stimulated with saturating PGE2; inhibition, % at 25 µM; 0.52% of 260,000 active;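 active means percent inhibition above 40 after rounding to a whole number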;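 further: rat C6 glioma host cells with rolipram phosphodiesterase inhibitor present; the protocol text gives 20 µM as final concentration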
Target sequence (P43116 whole entry, looked up): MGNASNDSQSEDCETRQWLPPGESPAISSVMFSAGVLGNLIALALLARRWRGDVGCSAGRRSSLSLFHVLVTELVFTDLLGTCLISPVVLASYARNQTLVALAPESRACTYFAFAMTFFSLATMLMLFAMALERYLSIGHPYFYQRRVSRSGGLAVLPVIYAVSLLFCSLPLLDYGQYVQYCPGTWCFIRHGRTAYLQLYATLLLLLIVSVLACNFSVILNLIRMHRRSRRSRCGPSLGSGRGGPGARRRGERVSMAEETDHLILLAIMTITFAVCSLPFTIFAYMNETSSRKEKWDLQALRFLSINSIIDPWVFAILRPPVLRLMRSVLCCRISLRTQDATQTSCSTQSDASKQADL
BaF3 parental – parental Ba/F3 viability inhibition as JAK2V617F counter-screen. AID 1486. 1.1% of 220,000 active. CellTiter-Glo ATP luminescence. inhibition, % at 5.6 µM;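 active means inhibition above a per-campaign cutoff, the mean inhibition of all tested compounds plus 3 SD, cut at about 27% in these data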;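 further: 0% = DMSO wells and 100% = JAK Inhibitor I control wells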
NCF1 inh – p47phox (human) inhibition. P14598. p47phox/p22phox peptide binding, fluorescence polarization, 2 h. inhibition, % at 24.7 µM. 0.53% of 220,000 active;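 active means inhibition above about 30%, limit read from the data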;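 further: 0% = p47phox with labelled peptide and 100% = labelled peptide alone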
Target sequence (P14598 whole entry, looked up): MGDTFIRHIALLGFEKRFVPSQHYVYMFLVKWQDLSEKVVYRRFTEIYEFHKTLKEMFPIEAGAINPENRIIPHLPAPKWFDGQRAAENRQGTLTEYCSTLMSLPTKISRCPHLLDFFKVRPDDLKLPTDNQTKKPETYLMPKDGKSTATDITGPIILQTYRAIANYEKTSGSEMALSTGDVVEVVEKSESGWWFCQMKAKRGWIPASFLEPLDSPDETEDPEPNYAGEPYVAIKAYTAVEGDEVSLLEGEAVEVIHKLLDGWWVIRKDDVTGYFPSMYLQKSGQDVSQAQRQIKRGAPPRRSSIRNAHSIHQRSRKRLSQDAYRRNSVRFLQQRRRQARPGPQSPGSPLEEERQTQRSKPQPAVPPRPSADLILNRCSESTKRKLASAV
Ba/F3 V617F tox – loss of viability in JAK2V617F-driven Ba/F3 cells | Ba/F3 EpoR-JAK2V617F viability, ATP luminescence | inhibition, % at 5.6 µM | 1.1% of 220,000 active;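 active means inhibition above the campaign mean plus 3 SD over all tested compounds, cut at about 24% in these data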;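 further: cytokine-independent growth of Ba/F3 cells driven by EpoR plus mutant JAK2; 0% = DMSO-treated cells and 100% = JAK inhibitor I control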
PPC-1+TRAIL kill – PPC-1 cancer cell killing with TRAIL present | PPC-1 cells + TRAIL, ATPLite viability luminescence | cell killing (% activity), % at 4 µM | 0.41% of 220,000 active;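 active means cell killing above 50% in the first pass at 4 µM, then a duplicate retest at 5 µM averaging 50% or more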;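 further: plate controls were cells with TRAIL plus DMSO for no effect and medium-only wells lacking cells for full effect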
p97 inhibitor – human p97 ATPase inhibition; 0.42% of 220,000 active; AID 1481; recombinant p97 ATPase, Kinase-Glo ATP luminescence, 3 h; P55072; inhibition, % at 8 µM; in the data active means inhibition above about 15%;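 further: 0% = DMSO vehicle and 100% = wells lacking enzyme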
The depositor's hits bear a star; / = no result given; & = joins results of further samples; [ ] = dose if it differs, or a comment. Some of the compounds tested; the hit share may differ from the screen's.

SMILES | Furin inh | Tb hexokinase | RBBP9 inhibitor | PGE2 EP2 inh | BaF3 parental | NCF1 inh | Ba/F3 V617F tox | PPC-1+TRAIL kill | p97 inhibitor
Oc1ccc(Cl)cc1C1=Nc2ccccc2N=C(c2ccco2)C1 | -14[20 µM] | -20 | -1 | 27 | 3 | -6 | -2 | 29 | 3
CCOC(=O)CSc1nc(C)c(C(C)=O)cc1C(N)=O | 0 | -2 | -8 | 2 | 5 | 3 | -2 | -10 | 2
CN1C(=O)c2ccccc2C(C(=O)O)C1c1cccc([N+](=O)[O-])c1 (stereo unspecified) | -3 | -7 | 1 | 7 | 9 | 0 | 0 | -4 | 4
Cc1nnc(SCC(=O)N2CCOCC2)s1 | -24[20 µM] | -2 | 2 | 3 | -1 | -12 | -6 | 6 | 8
CC1C/C(=N\NC(=S)NC(C)C)CC(C)(C)C1 (stereo unspecified) | -17[20 µM] | 0 | -6 | 12 | 3 | -10 | -5 | 0 | 1
Cc1cccc(-n2c(SCC(=O)NC3CCCC3)nnc2-c2ccoc2C)c1 | 2[20 µM] | 3 | -2 | 12&3 | 6 | -20 | 2 | 15 | -10
CCC(=O)c1cn(CC(=O)NCC2CCCO2)c2ccccc12 (stereo unspecified) | -9 | -9 | -4 | 9&15 | 2 | -48 | -1 | 8 | -1
CCOc1ccc(/C=N/Nc2ccccn2)cc1 | -4 | -37 | -10 | 3 | 9 | 0 | 5 | 45 | -6
CC(C)C(C)NC(=O)COc1ccc(S(=O)(=O)N2CCOCC2)cc1[N+](=O)[O-] (stereo unspecified) | -12 | 34 | -6 | 9 | 4 | -4 | -2 | 14 | 3
CCOc1ccc(C2/C(=C(/O)c3ccccc3)C(=O)C(=O)N2CCCN(C)C)cc1OC (stereo unspecified) | 16[20 µM] | 1 | -7 | / | 4 | / | 2 | / | -6
Clc1ccc(-c2csc(N/N=C/c3cccnc3)n2)c(Cl)c1 | -20 | -20 | -2 | 6 | 5 | -7 | -2 | 4 | 3
Cc1nnc(SCC(=O)NCc2cccs2)[nH]c1=O | -36 | 1 | -3 | 7&9 | 4 | -71 | -3 | 8 | 4
NC(=S)N1OC[C@@H]2COc3ccc4ccccc4c3[C@@H]21 | -23 | 0 | -3 | 4 | 0 | -10 | -5 | 16 | 7
COc1ccc(CCNC(=O)C2CCN(Cc3nc(-c4ccccc4F)oc3C)CC2)cc1OC | -20 | 3 | -6 | 6 | -1 | -24 | -3 | 12 | -3
Brc1ccc(-c2n(-c3ccccn3)c3ccccc3[n+]2-c2ccccn2)cc1 | -22 | -11 | 0 | 3 | -14 | -6 | 6 | 2 | 1
COc1ccc(C(C(=O)OC(C)CN(C)C)c2ccccc2)cc1 (stereo unspecified) | -33 | 1 | 2 | 7 | 5 | -1 | 0 | 2 | 3
Brc1ccc(-n2cc(-c3ccccc3)c3c(NN4CCOCC4)ncnc32)cc1 | 5 | -4 | -4 | 10 | 3 | -9 | -1 | -2 | 6
O=C(O)c1cccc(N=NN2CCCCCC2)c1 | -5 | 33 | -5 | 7 | 4 | 0 | -2 | -8 | 5
Cc1ccc(NC(=O)c2ccccc2Cl)cc1-n1cnnn1 | -15 | 3 | -4 | 12 | 11 | 0 | 4 | -8 | 0
COc1ccc(Cn2nnnc2C(c2cc3ccc(OC)cc3[nH]c2=O)N2CCCCCC2)cc1 (stereo unspecified) | -21 | -22 | -1 | 3&6 | 2 | -11 | -4 | 2 | 2
COc1cc(S(=O)(=O)NC2CCCC2)ccc1Cl | 17[20 µM] | 4 | -12 | 18 | 1 | -5 | 2 | -8 | -8
c1csc(CNCc2ccncc2)c1 | -7 | 3 | 1 | 5 | 1 | 29 | -2 | 12 | 2
COc1cc(/C=N/NC(=O)C(=O)NCC2CCCO2)ccc1OCC(=O)N1CCOCC1 (stereo unspecified) | -21 | -33 | -3 | 16 | 5 | 0 | 0 | -2 | 7
O=C(Nc1cccc([N+](=O)[O-])c1)C1CC(=O)N(C2CCCCC2)C1 (stereo unspecified) | -20 | -2 | -3 | 6 | 4 | -1 | 0 | -6 | 3
NNC(=O)c1nc[nH]c1C(=O)Nc1ccccc1[N+](=O)[O-] | -2 | -7 | 4 | 10 | -1 | -4 | -2 | 20 | 7
Cc1cccc(CN2CCN(Cc3ccc(-n4cccn4)cc3)CC2CCO)n1 (stereo unspecified) | -6 | 9 | 2 | 8 | -1 | -6 | 5 | 9 | 1
O=C(NN1CCN(Cc2ccccc2)CC1)c1ccc(N2CCOCC2)c([N+](=O)[O-])c1 | -11 | -10 | -1 | 4 | 7 | -3 | -2 | 27 | 2
COc1cccc(-n2c(COc3ccc(C)cc3)nnc2SCC(N)=O)c1 | -27 | -2 | -9 | 6 | 5 | 10 | 1 | 13 | -2
COc1ccc(C(=O)N2CCN(c3ccc(C)cc3)CC2)cc1OC | -23 | -3 | -8 | 6 | 7 | -3 | -1 | 14 | 2
C/C(=N/NC(=O)CNc1ccc(C)cc1)c1ccc(Cl)cc1 | -21[20 µM] | -2 | -8 | 16 | 0 | -5 | 0 | -6 | -2
Cc1cc(=O)[nH]c(SCC(=O)N2CCCCCC2)n1 | -8 | -2 | 1 | -3 | 2 | -1 | -4 | 14[5 µM] | 3
Cc1cc(C)c(C)c(OCC(=O)NCc2nc(-c3ccccc3)no2)c1 | -30[20 µM] | 2 | -11 | 8 | 6 | -15 | -2 | -8 | -4
COc1ccc(C(=O)N/N=C/c2ccc(OC)c(CN3CCc4cc(OC)c(OC)cc4C3C)c2)cc1 (stereo unspecified) | -14 | -18 | -7 | 10 | -1 | -6 | -2 | 2 | 4
Cc1ccc(-c2nn3cnnc3c3ccccc23)cc1 | -12 | -2 | 1 | 4 | 82* | -2 | 1 | 18 | 3
CCOC(=O)Nc1cccc(NC(=O)c2ccccc2F)c1 | 0 | 11 | -6 | 8 | 3 | -8 | 2 | 6 | -3
O=c1[nH]c(NNC(=S)NC2CCCCC2)nc2c1C1(CCCC1)Cc1ccccc1-2 | -6 | -8 | -4 | 4 | -2 | -5 | 7 | 2 | -3
Cn1c(=O)c2c(nc(CN3CCc4ccccc4C3)n2Cc2ccccc2)n(C)c1=O | -16[20 µM] | -12 | -2 | 4 | 5 | -19 | -3 | -6 | 0
O=C(Cc1ccccc1)Nc1ccccc1C(=O)Nc1ccccc1 | 1 | 35 | -5 | 10 | 3 | -4 | 1 | 20 | -1
O=C1CC(C(F)(F)F)=NN1 | -10 | -3 | -13 | 2 | -1 | 5 | 3 | 0 | -4
COc1ccc(/C=N/NC(=O)c2ccoc2C)cc1OC | -13 | 2 | 3 | 6 | 8 | -9 | 2 | 17 | 0

Limited to p97 inhibitor, BaF3 parental and Ba/F3 V617F tox, for 3 of the compounds above:
Structure	p97 inhibitor	BaF3 parental	Ba/F3 V617F tox
Cc1cc(C)c(C)c(OCC(=O)NCc2nc(-c3ccccc3)no2)c1	-4	6	-2
CCOC(=O)CSc1nc(C)c(C(C)=O)cc1C(N)=O	2	5	-2
COc1ccc(C(C(=O)OC(C)CN(C)C)c2ccccc2)cc1 (stereo unspecified)	3	5	0

The results go on:
SMILES | Furin inh | Tb hexokinase | RBBP9 inhibitor | PGE2 EP2 inh | BaF3 parental | NCF1 inh | Ba/F3 V617F tox | PPC-1+TRAIL kill | p97 inhibitor
CC(C)CN(CCC(=O)O)CC(C)C | -14[20 µM] | 3 | 6 | 4 | 4 | -2 | -2 | 4 | 3
O=C(Nc1cccnc1)c1ccc(COc2ccccc2Cl)o1 | -11[20 µM] | 2 | -3 | 10 | 2 | -12 | -1 | 12 | -1
COC(=O)CN(c1nc(C)c(Br)c(OC)n1)S(=O)(=O)c1ccc(C)cc1 | -14[20 µM] | 1 | 2 | 4 | 2 | -7 | -3 | 8 | -4
CCOC(=O)c1c(NC(=O)CSc2nnc(-c3ccc(OC)cc3)o2)sc2c1CCC2 | -12[20 µM] | -10 | -2 | 7 | -3 | / | -5 | / | 2
O=C(NCCN1CCCCC1)c1cc2ccccc2[nH]1 | -10 | -4 | -1 | 16 | 2 | -11 | -1 | -14 | 0
CC1(C(=O)CSc2nc3ccccc3s2)CCC(=O)O1 (stereo unspecified) | -17[20 µM] | 0 | -1 | 11 | 0 | 0 | -2 | -2 | 2
CC1CCc2nc(NC(=O)C3CC3)sc2C1 (stereo unspecified) | -13[20 µM] | -11 | 1 | 8 | 4 | -21 | -4 | 22 | -2
COc1ccc(C2Nc3ccccc3C(=O)N2c2ccccc2)cc1Cn1cc([N+](=O)[O-])cn1 (stereo unspecified) | -20 | -6 | -8 | 7 | 3 | 2 | -1 | 15 | 0
CCC(C)NCCOCCOc1ccccc1-c1ccccc1 (stereo unspecified) | -13 | 7 | -2 | 6 | 1 | -9 | -1 | 20 | -3
CC(=O)Nc1ccc(NC(=O)C(C)n2c3ccccc3c3nc(=O)cc(C)n32)cc1 (stereo unspecified) | -15 | 1 | -8 | 5 | 8 | -1 | 1 | 10 | -2
COc1cc(NC(=O)Cn2nnc(-c3ccccc3N)n2)cc(OC)c1 | -8 | 0 | -4 | 3 | 4 | -4 | 4 | -12 | -3
CC(C(=O)O)N1C(=O)C2C3CC(C2C1=O)C1C(c2ccccc2)c2sc(=O)[nH]c2SC31 (stereo unspecified) | -12 | 1 | -8 | 6 | 6 | 5 | 4 | 14 | -8
Cc1ccccc1N/C=C/C(=C(C#N)C#N)N(C)C | -19[20 µM] | -28 | 4 | 12 | -1 | 0 | -3 | 15 | 3
Cn1c2ccccc2c2cc(/C=C(\NC(=O)c3ccccc3)C(=O)NCC(=O)O)ccc21 | -8 | -40 | -6 | 6 | 2 | -13 | -1 | 23 | 4
O=C(OCC(=O)N1CCc2ccccc2C1)c1cccs1 | -15 | -2 | -2 | 3 | 0 | 4 | 0 | 3 | 5
CC(C)OC(=O)C1C2C=CC3(CN(Cc4cccs4)C(=O)C13)O2 (stereo unspecified) | -16[20 µM] | -8 | -7 | 12&10 | 2 | 3 | 2 | 14 | -7
Cc1ccc2[nH]c(-c3cccc(F)c3)cc(=O)c2c1 | -22 | -7 | -4 | 10 | 83* | -12 | 83* | 30 | 6
CCCCN=C(Nc1ccc(Cl)cc1)c1cccnc1 | -27[20 µM] | 6 | -6 | 7 | 8 | -1 | -2 | 12 | 2
COC(=O)C1=C(NC(=O)COc2ccc3ccccc3c2)CCS1 | -22 | 3 | 2 | 8 | 3 | -5 | -1 | 11 | 3
O=C1c2cccc3c(N4CCCCC4)ccc(c23)C(=O)N1c1ccccn1 | -16 | -7 | 1 | 1 | 0 | -40 | -5 | -13 | 2
CSc1ncc(CN2CCc3c([nH]c4ccccc34)C2c2cccc(O)c2)cn1 (stereo unspecified) | -7 | 4 | -9 | 7 | 3 | -19 | 2 | 3 | 0
COc1ccc(-c2noc(CCC(=O)NCCN(C)Cc3ccccc3)n2)cc1 | -11[20 µM] | -3 | -5 | 12 | 6 | 0 | 1 | -9 | 4
COc1ccc(C(=O)C(C)OC(=O)c2cccc(S(=O)(=O)Nc3cc(Cl)c(OC)cc3OC)c2)cc1 (stereo unspecified) | -22 | -11 | -10 | 10 | 6 | -28 | -1 | 13 | 7
CCN(CC)C(=O)CSc1nc2c(sc(=S)n2CC)c(=O)n1-c1ccccc1 | 8[20 µM] | -31 | -21 | 6 | 6 | -6 | 6 | 13 | -4
Cc1ccccc1Cn1c(Cc2ccccc2)nc2ccccc21 | -18 | 5 | -6 | 7 | 0 | -6 | -5 | 27 | -5

Some values from above:
Result of CCN(CC)C(=O)CSc1nc2c(sc(=S)n2CC)c(=O)n1-c1ccccc1 in Furin inh: 8[20 µM]
Result of Cc1ccccc1Cn1c(Cc2ccccc2)nc2ccccc21 in Furin inh: -18
